Salmonella PhoP GFP: PhoP regulon inhibitors, Salmonella typhi PhoP promoter GFP reporter, confirmatory (AID 1850); one-dose inhibition, % at 50 µM; IC50 in µM for titrated hits; 0.33% of 310,000 active; Salmonella Typhi PhoP-promoter GFP reporter, fluorescence, 4 h; higher % means a stronger effect; in the data active means a potency from the dose series; inconclusive means inhibition mostly from about 25% at the one dose, without a potency; inactive means the rest, 99 in 100 with inhibition below about 19%;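 further: 0% = induced wells with vehicle and 100% = uninduced wells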
VEEV TC-83 Vero: inhibitors of VEEV TC-83 cytopathic effect, confirmation, Vero cells (AID 588727); inhibition, % at 20 µM, or IC50 in µM where a hit was titrated; 0.13% of 350,000 active; Vero cells, VEEV TC-83 cytopathic effect inhibition; higher % means a stronger effect; in the data active means a potency from the dose series; inconclusive means inhibition mostly from about 14% at the one dose, without a potency; inactive means the rest, 99 in 100 with inhibition below about 12%; further: strong numbers were not always called active
H1N1 NS1A inhibition: NS1A inhibition, H1N1 influenza, cell based functional assay (AID 504329); NS1A functional cell-based assay, percent inhibition; higher % means a stronger effect; one-dose inhibition, % at 12.5 µM; IC50 in µM for titrated hits; 0.3% of 340,000 active; in the data active means a potency from the dose series; inconclusive means inhibition above about 27% without an active follow-up result; further: strong numbers were not always called active
H37Rv inhibition: M. tuberculosis growth inhibition, HTS (AID 449762) | M. tuberculosis H37Rv growth inhibition, 7H9 media; higher % means a stronger effect | inhibition, % at 25 µM, or IC50 in µM where a hit was titrated | 0.59% of 330,000 active; in the data active means a potency from the dose series; inconclusive means inhibition above about 70% without an active follow-up result;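 further: bacterial growth assessed after seven days of incubation; strong numbers were not always called active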
tuberculosis growth: growth inhibition of non-replicating M. tuberculosis (AID 488890) | Mycobacterium tuberculosis non-replicating, growth inhibition; higher % means a stronger effect | one-dose inhibition, % at 25 µM; IC50 in µM for titrated hits | 0.39% of 320,000 active; in the data active means a potency from the dose series; inconclusive means inhibition mostly from about 82% at the one dose, without a potency; inactive means the rest, 99 in 100 with inhibition below about 76%;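 further: plate controls were DMSO cells for no effect and high antibiotic wells for full effect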
VEEV TC-83 Vero 10K pilot screen: also measured in VEEV TC-83 Vero; calls as there; inhibition, %; measured here: 10K pilot screen inhibition
* hit, by the source's call; i = inactive; ? = inconclusive; / = no result given.

SMILES	Salmonella PhoP GFP	VEEV TC-83 Vero	H1N1 NS1A inhibition	H37Rv inhibition	tuberculosis growth	others
COc1ccc(CNC(=O)Nc2cc(C)ccc2C)cc1	-1.9%	0.1%	-19.7%	8.2%	-5.2%	VEEV TC-83 Vero 10K pilot screen=1.1
O=C(Nc1ccncc1)C1CCN(S(=O)(=O)c2ccc(Cl)cc2)CC1	12.0%	i	-3.4%	-4.0%	-9.9%
COc1ccc(C(=O)N=c2nc3ccccn3s2)cc1	8.6%	2.2%	5.5%	4.2%	-18.9%
COc1ccc(S(=O)(=O)Nc2ccc(S(=O)(=O)N3CCOCC3)cc2)cc1C	5.3%	5.4%	2.4%	5.6%	21.1%
O=C1CC(c2ccccc2)=Nc2ccc(Br)cc2N1	0.8%	1.1%	-10.9%	5.0%	11.3%
O=c1c2cc3c(=O)n(CC4CCCO4)c(=O)c3cc2c(=O)n1CC1CCCO1 (stereo not given)	-16.0%	0.6%	-5.2%	-4.1%	-3.4%
COc1ccc(Nc2nc(NC(C)(C)C)nc(N3CCCC3)n2)c(OC)c1	0.7%	i	12.8%	?	63.1%
Cc1ccc(S(=O)(=O)N2CCN(c3c([N+](=O)[O-])cc(C(F)(F)F)cc3[N+](=O)[O-])CC2)cc1	-3.0%	i	15.5%	-3.0%	13.9%
C[C@H](CO)N1C[C@H](C)[C@@H](CN(C)C(=O)NC2CCCCC2)Oc2ccc(NS(=O)(=O)c3cccs3)cc2C1=O	/	i	-11.0%	-2.7%	18.5%
O=C(CSCc1ccc(F)cc1)N1CCOCC1	-15.8%	1.8%	-2.5%	-5.5%	-0.5%
CC(=O)Nc1ccc(Oc2nc(C)cc(C)n2)cc1	1.9%	i	-9.8%	-6.5%	-11.7%
Cc1noc(C)c1COC(=O)c1ccc(N(C)C)cc1	-2.6%	2.5%	3.4%	2.1%	6.8%
CC(C)(C)OC(=O)C[C@H]1C/C=C\C[C@@H](CC(=O)N(CCO)Cc2ccccc2)C(=O)NCCOC1=O	/	2.6%	-13.8%	4.7%	-2.2%
CC(=O)Nc1ccc(C2=NN(c3ccccc3)C(c3cccs3)C2)cc1 (stereo not given)	0.7%	1.3%	-12.5%	69.8%	25.0%
Cc1[nH]c2ccccc2c(=O)c1C(=O)/C=C/c1ccccc1	-2.5%	27.4%	12.2%	56.2%	66.1%
O=C(CSc1nc2ccccc2c(=O)[nH]1)Nc1ccc(S(=O)(=O)N2CCCC2)cc1	-15.0%	0.3%	18.1%	-4.2%	25.1%
CSc1ncccc1C(=O)OCC(=O)c1ccc2c(c1)NC(=O)CO2	1.4%	1.4%	-2.1%	9.3%	43.6%
O=S(=O)(c1ccccc1)c1cnc(-c2ccccc2)nc1N1CCCCC1	5.2%	4.4%	4.4%	10.7%	12.2%
Cc1ccc(S(=O)(=O)NCC(c2ccco2)N2CCc3ccccc3C2)cc1 (stereo not given)	4.8%	3.7%	0.2%	8.6%	17.5%
COc1ccc(C(=O)N(C)c2ccccc2C(=O)NCCc2ccccc2)cc1	-1.8%	1.4%	-10.7%	7.5%	-1.4%
Cc1nnc2ccc(N3CCC4(CC3)OCCO4)nn12	-7.7%	0.8%	3.8%	-5.7%	-17.5%
Cc1ccc2c(c1)C1CN(C)CCC1N2C(=O)c1cn(-c2ccccc2)nc1-c1ccccc1 (stereo not given)	-15.4%	3.7%	6.3%	13.8%	51.1%
CN1CCCN(C(=O)CNC(=O)c2ccccc2Br)CC1	/	6.5%	7.5%	-2.5%	0.4%
CC(C)C(=O)NC(Nc1cccc2cccnc12)C(Cl)(Cl)Cl (stereo not given)	-2.5%	6.1%	-3.6%	-9.7%	11.7%
NNC(=O)c1cc2ccccc2cc1NS(=O)(=O)c1ccccc1	-4.8%	2.7%	-21.0%	0.8%	52.7%

The last 4 compounds of the section before open the next one.
SMILES	Salmonella PhoP GFP	VEEV TC-83 Vero	H1N1 NS1A inhibition	H37Rv inhibition	tuberculosis growth	others
Cc1ccc2c(c1)C1CN(C)CCC1N2C(=O)c1cn(-c2ccccc2)nc1-c1ccccc1 (stereo not given)	-15.4%	3.7%	6.3%	13.8%	51.1%
CN1CCCN(C(=O)CNC(=O)c2ccccc2Br)CC1	/	6.5%	7.5%	-2.5%	0.4%
CC(C)C(=O)NC(Nc1cccc2cccnc12)C(Cl)(Cl)Cl (stereo not given)	-2.5%	6.1%	-3.6%	-9.7%	11.7%
NNC(=O)c1cc2ccccc2cc1NS(=O)(=O)c1ccccc1	-4.8%	2.7%	-21.0%	0.8%	52.7%
O=C(NC1CC1)C(Cc1ccccc1)NS(=O)(=O)c1ccccc1F (stereo not given)	-1.5%	1.1%	-2.9%	-3.2%	-8.8%
O=C(O)c1cccc(NC(=O)c2ccccc2NC(=O)c2ccccc2F)c1	0.7%	0.6%	-3.2%	10.4%	-12.5%
Nc1ccc(-c2nc(-c3ccccc3)nc3ccccc23)cc1	-15.5%	2.7%	-28.2%	3.3%	20.6%
CC(C)(C)NC(=O)[C@@H]1CN(Cc2cccnc2)CCN1C[C@@H](O)C[C@@H](Cc1ccccc1)C(=O)N[C@H]1c2ccccc2C[C@H]1O	-1.4%	i	-10.7%	2.5%	4.2%
COc1cccc(NC(=O)CSc2nc(O)c(C)c(=O)n2-c2ccc(C)cc2)c1	-8.8%	i	-1.6%	-11.9%	6.5%
O=C(O)C1[C@H]2C(=O)N(C3CCCC3)C[C@]23C=C[C@H]1O3 (stereo not given in full)	9.8%	0.1%	7.3%	1.3%	-11.7%
O=C(N=Nc1ccc(NOC(=O)c2ccccc2Br)cc1)c1ccccc1O	-2.8%	/	/	?	23.6%
COc1ccc(C(=O)N2CCCCCCC2)cc1OC1CCN(C(C)C)CC1	-1.8%	i	13.4%	-2.4%	4.7%
CCN(CC(=O)Nc1c(F)cccc1F)C(=O)Cc1ccc2c(c1)OCCO2	/	0.7%	2.2%	-3.3%	-1.6%
O=C(O)/C=C/C(=O)NCCc1cccc(Cl)c1	6.2%	i	-6.2%	0.2%	54.9%
CC12CC(NC(=O)N1c1cccc(C(=O)N3CCN(c4ccccn4)CC3)c1)c1ccccc1O2 (stereo not given)	8.5%	9.7%	4.1%	-10.8%	1.1%
O=C(O)c1ccc(Sc2nnc3ccccn23)c([N+](=O)[O-])c1	-6.5%	1.1%	-12.6%	-1.7%	-5.8%
COCCNC(=O)c1onc(CSc2ccc(F)c(F)c2)c1C(=O)O	5.8%	0.1%	-10.6%	-4.2%	-6.1%
COc1ccccc1NC(=O)c1nc[nH]c1C(=O)Nc1ccccc1OC	4.4%	7.7%	-1.0%	12.8%	-7.3%
COc1cc(C(=O)OCC(=O)NCCC2=CCCCC2)cc(OC)c1OC	/	1.9%	-3.8%	/	/
O=C(COc1ccc2c3c(c(=O)oc2c1)CCC3)NCc1ccccn1	2.4%	i	1.0%	1.1%	0.6%
CC(C)N(C)C1=CC(=O)C(N(C)C(C)C)=CC1=O	/	0.4%	-10.5%	/	/
O=c1ccc(-c2ccc(S(=O)(=O)N3CCCCC3)o2)n[nH]1	4.2%	0.2%	1.6%	4.8%	12.0%
O=C1OC(N2CCN(C/C=C/c3ccccc3)CC2)c2ccccc21 (stereo not given)	4.6%	0.0%	4.2%	0.8%	1.1%
CC(Sc1nc2cc(Cl)ccc2s1)C(=O)Nc1ccc2c(c1)OCO2 (stereo not given)	-1.3%	1.8%	2.6%	-0.8%	44.6%
CN(C)CCNC(=O)C1CCN(S(=O)(=O)c2ccc3ccccc3c2)CC1	-10.6%	0.7%	14.9%	6.8%	7.3%
O=C(c1ccccc1Nc1ccc(SC(F)F)cc1)N1CCCCCC1	-11.5%	i	1.6%	2.7%	11.1%
c1ccc(C(c2ccccc2)c2cccnc2)cc1	/	i	-0.6%	/	/
CCOC(=O)c1ccc(Oc2nc(SC)nc(N(C)C)n2)cc1	-12.3%	3.4%	-18.6%	-2.8%	29.3%
CCO[C@H]1OC(C(N)=O)=C[C@@H](C2CCCCC2)[C@@H]1CCCO	-3.0%	0.5%	-1.2%	-9.1%	-0.7%

The last 2 records of the part above are carried over, then new ones follow.
SMILES	Salmonella PhoP GFP	VEEV TC-83 Vero	H1N1 NS1A inhibition	H37Rv inhibition	tuberculosis growth	others
CCOC(=O)c1ccc(Oc2nc(SC)nc(N(C)C)n2)cc1	-12.3%	3.4%	-18.6%	-2.8%	29.3%
CCO[C@H]1OC(C(N)=O)=C[C@@H](C2CCCCC2)[C@@H]1CCCO	-3.0%	0.5%	-1.2%	-9.1%	-0.7%
COc1ccc2[nH]c(C(=O)N3CCC(CO)(Cc4cccc(C(F)(F)F)c4)CC3)c(C)c2c1	-3.9%	48.7%	-0.8%	27.8%	13.5%
COc1ccccc1C(=O)N1c2ccccc2Sc2ccccc21	-1.9%	i	-0.9%	5.9%	2.5%
Cc1ccc(C2=CC(c3cccs3)n3nnnc3N2)cc1 (stereo not given)	-6.6%	2.9%	6.1%	1.6%	73.0%
CCOC(=O)C1=C(N)N(c2ccc(C)cc2)C2=C(C(=O)CCC2)C1c1cccs1 (stereo not given)	-7.7%	10.1%	-4.7%	-29.8%	32.9%
COc1ccc2oc(=O)c(/C(N)=N/NC(=O)c3ccncc3)cc2c1	-0.9%	1.3%	8.0%	?	61.4%
O=C(O)c1cc(S(=O)(=O)N2CCCCCC2)ccc1Cl	-5.7%	2.6%	14.0%	-1.9%	11.5%
CCN(CC(=O)Nc1c(F)cccc1F)C(=O)CSCC(=O)Nc1cccc(C)c1	-9.6%	1.0%	-7.5%	-11.6%	18.4%
CC(=O)Nc1ccc(S(=O)(=O)N2c3ccccc3C(C)=CC2(C)C)cc1	3.1%	6.4%	4.6%	-4.5%	13.7%
O=C(Nc1ccccc1)c1cccc(S(=O)(=O)NC2CCCC2)c1	-3.4%	9.1%	-3.8%	-8.5%	0.6%
COc1cccc2cc(NC(=O)C3CCCCC3)c(=O)oc12	-8.4%	i	8.4%	5.5%	27.0%
COc1ccc(NC(=O)c2cc(-c3ccccc3)nc3c2c(C)nn3-c2ccccc2)c(OC)c1	-14.2%	1.5%	0.2%	?	-0.4%
Cc1ccc(OCCCC(=O)Nc2cc(Cl)ccc2-n2cncn2)cc1	-4.5%	i	-6.1%	6.6%	-1.4%
COc1ccc(S(=O)(=O)NCC2CCCN(C(=O)CCSC)C2)cc1 (stereo not given)	-5.8%	0.6%	-2.1%	-3.8%	-8.6%
COC(=O)c1ccc(Oc2c(C)oc3c(CN4CCN(C)CC4)c(O)ccc3c2=O)cc1	-1.0%	1.6%	3.1%	-1.0%	13.0%
CNC(=S)Nc1cccc([N+](=O)[O-])c1	13.8%	0.7%	-4.1%	-4.5%	35.0%
O=C(Nc1ccccc1)Nc1ccc(C(=O)N2CCCC2)cc1	-5.2%	i	2.7%	27.0%	26.8%
Cc1ccc(C(C)NC(=O)c2cccs2)cc1 (stereo not given)	1.5%	i	-7.8%	43.2%	68.3%
O=C(CSc1nccc(=O)[nH]1)Nc1cccc2ccccc12	18.5%	i	-7.8%	19.3%	9.1%
CSCCC(NS(=O)(=O)c1ccc2c(c1)oc(=O)n2C)C(=O)NCc1ccc(C)cc1 (stereo not given)	8.0%	0.5%	9.1%	4.1%	-7.5%
CCN(CC)CCCNC(=O)Cn1nc([N+](=O)[O-])c(Cl)c1C	-2.0%	i	4.9%	-5.9%	9.7%
CN(CC(=O)Nc1ccccc1Cl)C(=O)CSc1nnc(-c2ccco2)o1	10.1%	0.7%	-5.9%	-5.1%	-2.0%
Cc1ccc(NC(=O)c2ccc(F)cc2F)cc1NS(C)(=O)=O	8.7%	0.5%	/	-8.8%	-4.7%
Cc1ccc(C(=O)NNC(=O)c2cc(C)nc3ccccc23)cc1	/	8.5%	-6.9%	?	-10.7%
COC(OC)c1ccnc(SCc2ccccc2Cl)n1	3.7%	1.5%	7.6%	1.7%	75.1%
CCOC(=O)c1c(NC(NC(=O)CF)C(Cl)(Cl)Cl)sc2c1CCCC2 (stereo not given)	-7.2%	1.9%	-2.9%	13.6%	-7.7%
COc1ccccc1N1C(=O)c2cccnc2C1=O	-1.5%	i	-2.8%	-4.9%	1.5%
CSCCC(NC(=O)c1ccc(Cl)cc1Cl)C(=O)NNC(=O)c1csc(N2CCOCC2)n1 (stereo not given)	-8.6%	6.3%	-4.8%	-0.1%	-23.7%
O=c1c2[nH]c3ccccc3c2nc2n1CCCS2	5.7%	4.4%	/	-9.0%	-12.4%
Cc1cccc(C(=O)N2CCc3cc(-c4nc(NC(=O)Cn5nnc6ccccc6c5=O)sc4C)ccc32)c1	4.7%	/	/	?	-7.6%

High-throughput results as filed in PubChem.

Random draw from the library. About 1.4% of those tested had a hit in this group.
